EphB4 antag: blocks human EphB4 binding to ephrin-B2. EphB4 LBD / TNYL-RAW-Alexa532 peptide, fluorescence polarization. P54760. inhibition, % at 7 µM. hit rate 0.15% among 97,000;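 active = inhibition above the screen-wide mean inhibition plus 3 SD, cut at about 15% in these data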;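 also: 0% = DMSO wells and 100% = excess unlabeled TNYL-RAW peptide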
Target sequence (P54760 whole entry, looked up, the tested form may be a part): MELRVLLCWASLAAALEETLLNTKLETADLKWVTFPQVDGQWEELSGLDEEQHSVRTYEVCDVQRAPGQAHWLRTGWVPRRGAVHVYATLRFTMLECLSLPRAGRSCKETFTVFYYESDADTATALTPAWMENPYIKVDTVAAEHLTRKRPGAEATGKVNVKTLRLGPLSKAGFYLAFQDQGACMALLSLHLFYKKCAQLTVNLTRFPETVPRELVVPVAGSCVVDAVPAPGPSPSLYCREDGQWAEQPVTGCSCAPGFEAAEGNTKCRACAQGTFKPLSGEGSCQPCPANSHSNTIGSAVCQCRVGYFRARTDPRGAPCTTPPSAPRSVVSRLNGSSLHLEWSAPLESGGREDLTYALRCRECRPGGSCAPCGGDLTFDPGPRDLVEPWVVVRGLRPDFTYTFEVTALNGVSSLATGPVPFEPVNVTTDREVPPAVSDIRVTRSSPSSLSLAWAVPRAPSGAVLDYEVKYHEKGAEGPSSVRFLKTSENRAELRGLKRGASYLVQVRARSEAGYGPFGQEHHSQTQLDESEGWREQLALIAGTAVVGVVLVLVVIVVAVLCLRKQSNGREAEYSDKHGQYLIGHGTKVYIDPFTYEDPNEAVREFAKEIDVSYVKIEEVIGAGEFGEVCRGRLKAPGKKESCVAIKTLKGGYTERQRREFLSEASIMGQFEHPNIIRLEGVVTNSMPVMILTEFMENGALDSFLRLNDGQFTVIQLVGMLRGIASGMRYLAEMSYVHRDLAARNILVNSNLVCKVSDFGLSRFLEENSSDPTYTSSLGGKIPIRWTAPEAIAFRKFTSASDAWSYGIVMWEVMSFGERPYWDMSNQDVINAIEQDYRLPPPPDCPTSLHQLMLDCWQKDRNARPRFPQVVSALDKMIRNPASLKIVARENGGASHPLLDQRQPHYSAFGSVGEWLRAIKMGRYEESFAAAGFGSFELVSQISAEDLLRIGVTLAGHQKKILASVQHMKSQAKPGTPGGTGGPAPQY
S1P2 blocker: antagonists of human S1P2 receptor; O95136; cell-based S1P2 antagonist assay, inhibition at 5 uM; inhibition, % at 5 µM; hit rate 0.21% among 97,000; in the data active = inhibition above about 45%;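 also: CRE beta-lactamase reporter cells expressing human S1P2 stimulated with S1P; 0% = agonist at EC80 alone and 100% = agonist plus reference antagonist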
S1P2 ag: S1P2 (human) receptor agonism. O95136. S1P2-expressing cell line, agonist reporter read-out. activation, % at 4.5 µM. hit rate 0.46% among 97,000. AID 729; in the data active = activation above about 16%;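 also: 0% = vehicle low control and 100% = maximal reference agonist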
LYP inh 2: LYP (human) phosphatase inhibition; Q9Y2R2; recombinant LYP catalytic domain, DiFMUP fluorescence; inhibition, % at 2 µM; hit rate 0.21% among 96,000; AID 640;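 active = inhibition at 2 µM at or above a set limit, the screen mean plus 3 SD, cut at about 24% in these data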;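 also: 0% = DMSO with enzyme and 100% = enzyme fully blocked by orthovanadate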
Rev-RRE block: HIV Rev-RRE protein-RNA interaction inhibition; P05866; Rev peptide-RRE RNA binding, FRET; inhibition, % at 8 µM; hit rate 0.79% among 97,000; AID 704;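 active = inhibition above the screen-wide mean plus 3 SD, cut at about 35% in these data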;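 also: 0% = median DMSO wells and 100% = median Neomycin B control wells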
Target sequence (P05866 whole entry, looked up): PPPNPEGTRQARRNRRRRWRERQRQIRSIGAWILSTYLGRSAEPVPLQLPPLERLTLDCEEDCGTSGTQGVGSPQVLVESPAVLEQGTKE
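Assay system: labelled RRE RNA duplex and labelled Rev peptide / Medium: HEPES pH 7.5 salt buffer with EDTA / Reagent: labelled Rev peptide / Schedule: 5 + 15 min at 25 °C / Signal: FRET, excitation 480 nm, emission 540 nm donor and 671 nm acceptor / Benchmarks: DMSO and neomycin B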
PTPN22 act: activators of human LYP (PTPN22) phosphatase | AID 697 | activation, % at 2 µM | Q9Y2R2 | hit rate 0.11% among 96,000 | recombinant LYP, DiFMUP fluorescence; 0 = plate median, 100 = signal doubled;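 active = activation at 2 µM above a set limit, the mean plus 5 SD, cut at about 37% in these data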
FAK inh: blocks human focal adhesion kinase activity; biochemical FAK kinase activity assay; inhibition, %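 (tested at 7 µM)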; hit rate 0.84% among 97,000; in the data active = inhibition above about 19%;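 also: 0% = DMSO and 100% = reference compound high control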
PostGolgi yeast: growth inhibition of a yeast mutant, post-Golgi transport screen | inhibition, % at 10 µM | AID 739 | post-Golgi transport phenotypic cell assay | hit rate 0.9% among 98,000;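 also: yeast cells grown in 1536-well plates; yeast grown about 18 h at 30C before absorbance read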
PostGolgi ctrl: yeast control strain growth, post-Golgi counter-screen. inhibition, % at 10 µM. hit rate 5% among 98,000. efflux-deficient yeast background strain, growth absorbance A615, 16 h
Numbers without * were called inactive; / = no result given. Rule as the data show it, unless noted: active = inhibition above about 30%; inactive = the rest.

SMILES | EphB4 antag | S1P2 blocker | S1P2 ag | LYP inh 2 | Rev-RRE block | PTPN22 act | FAK inh | PostGolgi yeast | PostGolgi ctrl
O=C(Nc1cccc(NC(=O)c2ccc(Br)o2)n1)c1ccc(Br)o1 | 1 | 7 | -5 | 8 | 1 | -7 | 26* | 1 | -1
COc1ccc(N2CCN(C(=O)CSc3nnc4n3C(C)(C)Cc3ccccc3-4)CC2)cc1 | 5 | 0 | -2 | -12 | 4 | 7 | 0 | 6 | 3
Cc1noc(/C=C/N(C)C)c1S(=O)(=O)N1CCCC(C(=O)NC(C)c2ccccc2)C1 (stereo not drawn) | 0 | 10 | -2 | -3 | 2 | 1 | -1 | 1 | 3
CCN(CCNC(=O)Cn1c(=O)sc2ccccc21)c1ccccc1 | / | / | / | 3 | / | -4 | / | -6 | 7
CCOC(=O)C1CCCN(C(=O)Cc2ccc(C)cc2)C1 (stereo not drawn) | -4 | -20 | -4 | 10 | -2 | -12 | -2 | 17 | 9
Cc1ccc(OCC(=O)N/N=C\c2c(C)n(C)c3ccccc23)c([N+](=O)[O-])c1 | -8 | -6 | -5 | -4 | -3 | 6 | 2 | -1 | 54*
CCc1nc2ccccc2n1Cc1ccc(OC)c(OC)c1 | 3 | -142 | 0 | -9 | -4 | 4 | -5 | 5 | 2
CCOC(=O)C1CCN(C(=O)c2ccc(Cl)c(S(=O)(=O)N3CCOCC3)c2)CC1 | 0 | 14 | -3 | 4 | 1 | -5 | 3 | 4 | -5
CC(C)Oc1ccc2ccccc2c1C=O | -8 | -13 | -2 | -7 | 0 | 10 | 0 | 0 | -4
COCCn1c(CN2CCN(c3ccccc3)CC2)nc2c1c(=O)n(C)c(=O)n2C | 1 | -11 | -5 | 6 | 7 | -4 | -2 | / | /
O=C(O)CSc1sc(=S)sc1SCC(=O)O | 4 | 15 | -9 | 0 | 8 | -4 | -1 | 3 | 5
COc1cc(/C=N/NC(N)=S)ccc1OCC(=O)Nc1ccc(C)cc1 | 9 | 17 | -5 | -4 | 4 | 2 | 6 | -13 | -6
CCOC(=O)c1c(C)n(C)c2ccc(OC(=O)c3ccoc3)cc12 | 0 | -22 | -5 | -1 | 2 | -1 | 6 | 7 | 32*
COc1cc2c(cc1OC)C(C(=O)O)C(c1cc(Br)c(O)c(OC)c1)N(C)C2=O (stereo not drawn) | 0 | 23 | -10 | 7 | 6 | -10 | 3 | 4 | -6
O=C(CSc1nnc(-c2cccnc2)n1-c1ccc(F)cc1)NCc1ccc2c(c1)OCO2 | -1 | -2 | -8 | 4 | 7 | -4 | -1 | / | /
CCOC(=O)c1cnc(SCC(=O)Nc2cccc(OC)c2)nc1N | 10 | 13 | -8 | -12 | 10 | 12 | -4 | 2 | 4
CN1CCN(C2=C(Cl)C(=O)N(c3cccc(Cl)c3)C2=O)CC1 | 8 | 16 | -3 | 9 | 24 | -3 | -8 | 7 | 4
CCc1c(C)[nH]n(CCC#N)c1=O | -11 | 8 | 1 | -6 | 2 | 6 | -2 | -12 | 0
Cc1cc(C)n(CCCO)c(=O)c1C#N | -2 | 2 | -3 | 2 | 1 | 1 | -4 | -8 | 11
Cc1ccc2c(CC(=O)OCc3csc(C)n3)coc2c1 | -6 | -3 | -6 | -4 | 1 | 8 | -3 | -4 | 6
COc1ccccc1NC(=O)C1=C(C)Nc2nc(-c3ccc(N(C)C)cc3)nn2C1c1ccncc1 (stereo not drawn) | -2 | 5 | 0 | -7 | 0 | 6 | 0 | 14 | 16
COC(=O)c1ccc(CSc2nc(C)nc3sc(C)c(C)c23)o1 | -5 | -22 | 0 | 4 | 3 | -4 | 0 | 9 | 4
O=c1ccc(-c2ccccc2)n[nH]1 | 7 | 2 | -5 | 8 | 8 | -5 | -2 | 3 | 2
Cc1oc(C(=O)O)cc1COc1ccccc1Cl | 1 | -4 | 0 | 8 | 11 | -8 | -3 | 5 | 4
O=C1CCC(=O)N1c1nc2nc(-c3ccccc3)cc(=O)n2[nH]1 | -1 | -3 | -7 | -8 | 5 | 9 | -1 | 5 | 7

Pulled by compound from the entries so far (two):
SMILES | EphB4 antag | S1P2 blocker | S1P2 ag | LYP inh 2 | Rev-RRE block | PTPN22 act | FAK inh | PostGolgi yeast | PostGolgi ctrl
O=c1ccc(-c2ccccc2)n[nH]1 | 7 | 2 | -5 | 8 | 8 | -5 | -2 | 3 | 2
O=C(Nc1cccc(NC(=O)c2ccc(Br)o2)n1)c1ccc(Br)o1 | 1 | 7 | -5 | 8 | 1 | -7 | 26* | 1 | -1

Further compounds:
SMILES | EphB4 antag | S1P2 blocker | S1P2 ag | LYP inh 2 | Rev-RRE block | PTPN22 act | FAK inh | PostGolgi yeast | PostGolgi ctrl
N#CC(/C(=N/S(=O)(=O)c1cccs1)c1ccccc1)c1nc2ccccc2[nH]1 (stereo not drawn) | 1 | -24 | -1 | -3 | -4 | 3 | -8 | 0 | -6
COc1ccc2[nH]cc(CCN=C3SCC(=O)N3C)c2c1 | -5 | -20 | -9 | -3 | -7 | 3 | -3 | -1 | 5
CCOC(=O)Cn1nnnc1CN(CCc1ccccc1)Cc1cc2cc(CC)ccc2[nH]c1=O | -13 | 20 | -3 | 7 | -2 | -6 | -1 | 0 | 21
CCOC(=O)c1cn(CC(=O)Nc2ccc(CC)cc2)nn1 | -8 | 14 | -4 | -16 | -4 | 14 | 0 | -3 | 0
CN1CCN(CCNC(=O)c2cc3c(=O)n(C)c4ccccc4c3n2C)CC1 | 1 | 1 | -6 | -3 | 5 | 2 | 7 | -1 | 17
CN(C)S(=O)(=O)c1ccc(C(=O)Oc2cc(=O)[nH]c3ccccc23)cc1 | 8 | 12 | -4 | 6 | 14 | -5 | 6 | -7 | -5
COC(=O)c1ccc(SCc2cnc(Cl)s2)cc1 | -4 | -1 | -3 | -10 | 3 | 13 | -3 | -7 | 5
COc1ccc(-c2nc(-c3ccccc3)c(-c3cc([N+](=O)[O-])ccc3C)[nH]2)cc1O | -4 | -11 | -4 | -13 | 6 | 16 | -1 | 20 | 31*
COC(=O)COc1ccc(S(=O)(=O)N2CCc3ccccc3C2)cc1C | 9 | 7 | -8 | 5 | 19 | -3 | 0 | -4 | 7
CCCNc1[nH]c(=O)n(C)c(=O)c1N=O | -6 | 8 | -7 | -5 | 3 | 7 | -2 | -21 | -8
Cc1ccc(S(=O)(=O)c2c(N)n(/N=C/c3ccco3)c3nc4ccccc4nc23)cc1C | 1 | -16 | -3 | -16 | 2 | 14 | 1 | -6 | 20
Cc1ccccc1N(C(=O)CCC(=O)Nc1ccccn1)C(C(=O)NC(C)C)c1ccc(O)cc1 (stereo not drawn) | -10 | -2 | -4 | 5 | 3 | -6 | -1 | -2 | 6
C=CCSc1nnc(NC(=O)COc2ccc3ccccc3c2)s1 | 8 | -1 | -6 | 7 | 3 | -4 | -4 | -3 | 7
COc1cc(S(=O)(=O)N2CCCCCC2)ccc1Cl | -1 | 17 | -3 | 9 | 4 | -11 | -1 | 12 | 22
O=C(CCCC(=O)OCC(=O)c1ccc(F)cc1)Nc1cc(C(F)(F)F)ccc1Cl | 6 | -1 | -8 | 3 | 19 | 0 | 0 | -6 | -5
Cc1nc(CCN2C(=O)c3ccccc3C2=O)cs1 | 1 | 5 | -4 | -2 | 10 | 4 | -11 | 5 | 10
O=C(Nc1ccc(NC(=O)c2cccs2)cc1)c1ccco1 | 2 | -9 | -3 | -7 | 1 | 2 | -1 | 0 | 10
O=C(Cn1nnc(-c2ccccc2-n2cnnn2)n1)N1CCCCC1 | -9 | -14 | -3 | -3 | 2 | 4 | -2 | 7 | 2
O=C(NCc1cccnc1)NC1(C(F)(F)F)Oc2ccccc2O1 | 3 | 8 | -2 | 1 | 3 | -1 | 0 | -1 | 7
O=C(O)c1cn(-c2ccc(F)c(F)c2)c2c(F)c(F)c(F)c(F)c2c1=O | -6 | 18 | -6 | -5 | -2 | 11 | -2 | 16 | 0
COCCCN1C(=O)C(O)=C(C(C)=O)C1c1ccccn1 (stereo not drawn) | -14 | -19 | -2 | -1 | -1 | -2 | 2 | 29 | 9
CCOc1ccccc1C(=O)N1CCOCC1 | 7 | -14 | -6 | 13 | 8 | -12 | 1 | 0 | 5
CCOC(=O)C1CCN(c2ncnc3c2oc2ccc(Br)cc23)CC1 | -9 | 8 | -2 | 7 | 7 | -7 | -1 | -4 | 47*
Cc1cc(=O)oc2c(N)c(O)ccc12 | -3 | 4 | -2 | 10 | 5 | -13 | 2 | 0 | 9
CN1CCN(C(=O)c2ccc(C3SCC(=O)N3Cc3ccco3)cc2)CC1 (stereo not drawn) | -1 | 13 | -1 | 2 | 2 | -2 | -2 | -1 | 9

Whole records as entered above:
O=C(Cn1nnc(-c2ccccc2-n2cnnn2)n1)N1CCCCC1 in the list: EphB4 antag: -9; S1P2 blocker: -14; S1P2 ag: -3; LYP inh 2: -3; Rev-RRE block: 2; PTPN22 act: 4; FAK inh: -2; PostGolgi yeast: 7; PostGolgi ctrl: 2
O=C(Nc1ccc(NC(=O)c2cccs2)cc1)c1ccco1 in the list: EphB4 antag: 2; S1P2 blocker: -9; S1P2 ag: -3; LYP inh 2: -7; Rev-RRE block: 1; PTPN22 act: 2; FAK inh: -1; PostGolgi yeast: 0; PostGolgi ctrl: 10

(more compounds)
SMILES | EphB4 antag | S1P2 blocker | S1P2 ag | LYP inh 2 | Rev-RRE block | PTPN22 act | FAK inh | PostGolgi yeast | PostGolgi ctrl
CC(C)CC(=O)Nc1cccc2c1C(=O)N(c1ccccc1)C2=O | 3 | 4 | -6 | -14 | 19 | 18 | -1 | / | /
CCOC(=O)N1CCN(Cc2nc(N)nc(Nc3ccc(Oc4ccccc4)cc3)n2)CC1 | -1 | -3 | -5 | 4 | 7 | -2 | -2 | 11 | -8
COc1ccc(-c2cc(C(F)F)n3ncc(C(=O)N4CCN(C)CC4)c3n2)cc1 | 0 | -5 | -3 | -5 | 2 | 1 | 2 | / | /
c1ccc(-c2ccc3c(c2)c2c4n3CCN=C4CCC2)cc1 | 1 | 28 | -6 | 11 | 8 | -8 | 1 | 1 | 14
CCc1sc(NC(=O)CN2CCOCC2)nc1-c1ccccc1 | -10 | -6 | -7 | -3 | -1 | 0 | 2 | 1 | 7
CCc1nc2c(cnn2-c2ccc(F)cc2)c(=O)n1-c1ccc(N2CCC(C)CC2)cc1 | -5 | -1 | -4 | 5 | -2 | -6 | 1 | -3 | 7
O=C1CN(C(=O)COC(=O)Cc2ccsc2)c2ccccc2N1 | 0 | 12 | -13 | 7 | 3 | -9 | 6 | -5 | 8
Cc1c(Cl)ccc2c1NC(=O)[C@]21[C@@H]2C(=O)N(Cc3ccccc3)C(=O)[C@@H]2[C@@H]2CCCN21 | 0 | 15 | -7 | 3 | 12 | -5 | 8 | 1 | 18
CCc1ccc(C2NC(=S)NC3=C2C(=O)N(c2ccccc2OC)C(c2ccc(CC)cc2)N3)cc1 (stereo not drawn) | -9 | -27 | 1 | -1 | 6 | -2 | 5 | -2 | 2
COc1ccc(Cn2nnnc2C(c2cccs2)N2CCN(c3ccccc3)CC2)cc1 (stereo not drawn) | -6 | 15 | -4 | 9 | 3 | -11 | 3 | 4 | 29
O=C(Nc1cccc(F)c1)OC(CN1CCCCC1)C(F)(F)F (stereo not drawn) | -2 | 3 | -4 | -9 | 3 | 13 | -4 | -7 | 12
COc1cc(NS(=O)(=O)c2ccc(NC(=S)NC(=O)C(C)(C)C)cc2)nc(OC)n1 | -7 | 1 | -7 | 1 | 4 | 1 | -1 | -9 | 1
CCN1CCN(c2ccc([N+](=O)[O-])cc2C(=O)c2ccc(Cl)cc2)CC1 | -5 | 6 | -7 | 4 | 8 | -2 | -3 | -1 | 26
O=C(CCn1c(=O)oc2ccccc21)N1CCN(c2ccccc2Cl)CC1 | -3 | -44 | -3 | 4 | 14 | -6 | -1 | -4 | 16
O=C(Nc1nccs1)c1cn(-c2ccccc2)nc1-c1ccccc1 | 1 | -7 | -7 | 0 | -4 | 2 | 0 | 14 | 23
CS(=O)(=O)N1CCC(C(=O)Nc2ccc(OCc3ccccc3)cc2)CC1 | -7 | -4 | -3 | -4 | -1 | 1 | 0 | 2 | 12
CCC(=O)Nc1ccc(S(=O)(=O)N2CCCCC2)cc1OC | -7 | 16 | -3 | 6 | 10 | -5 | 0 | 2 | 0

Screens as filed in PubChem BioAssay.
